Assay outcomes as filed in PubChem BioAssay.
Scp1 inh – Scp-1 (human) phosphatase inhibition. Q9GZU7. Recombinant Scp1, phosphopeptide, malachite green phosphate absorbance. inhibition, % at 20 µM. hit rate 0.88% among 340,000;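 active = inhibition above about 50% at 20 µM, limit read from the data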;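 note: plate controls were DMSO wells with enzyme for no effect and wells lacking enzyme for full effect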
Target sequence (Q9GZU7 76-261 limits assumed): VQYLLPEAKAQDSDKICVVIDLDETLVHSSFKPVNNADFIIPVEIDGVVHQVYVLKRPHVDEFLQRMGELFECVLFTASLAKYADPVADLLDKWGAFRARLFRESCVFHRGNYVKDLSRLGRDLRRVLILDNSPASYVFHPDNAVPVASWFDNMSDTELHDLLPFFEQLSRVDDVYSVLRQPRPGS
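System: truncated SCP-1 phosphatase (76-261aa); medium: Tris acetate buffer pH 5.5 with MgCl2 and Tween-20; incubation: 45 min room-temperature reaction, 5 min colour, 30 min stabiliser; compound: single 20 µM dose, 1% DMSO; reagent: Phosphorylated 17-residue peptide substrate; read-out: % inhibition at 20 µM; technique: colorimetric free-phosphate detection, absorbance 630 nm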
SUMO1-SIM PPI – alters human SUMO1 binding to SIM partners; hit rate 0.33% among 360,000; inhibition, % at 20 µM; SUMO1 binding to a labelled peptide, TR-FRET, 1 h; AID 602429; in the data active = inhibition above about 37%
Target sequence (P63165 whole entry, looked up): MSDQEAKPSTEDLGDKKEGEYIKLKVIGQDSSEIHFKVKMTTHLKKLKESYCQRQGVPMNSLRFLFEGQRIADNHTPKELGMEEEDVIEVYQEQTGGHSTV
MsrA inhibitor – inhibitors of bovine MsrA; purified bovine MsrA, absorbance read-out; AID 651718; inhibition, % at 15.5 µM; hit rate 0.75% among 360,000; in the data active = inhibition above about 4.5%;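 note: 0% = vehicle wells with enzyme and 100% = reference inhibitor wells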
LMPTP inh – blocks human LMPTP phosphatase. recombinant LMPTP-A, OMFP fluorogenic substrate, fluorescence intensity. inhibition, % at 20 µM. hit rate 0.22% among 360,000. AID 651560;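 active = compounds that cut the enzyme signal by at least half of the control window in the single-dose screen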;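 note: plate controls were DMSO wells with enzyme plus substrate for no effect and substrate without enzyme for full effect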
Target sequence (P24666 whole entry, looked up): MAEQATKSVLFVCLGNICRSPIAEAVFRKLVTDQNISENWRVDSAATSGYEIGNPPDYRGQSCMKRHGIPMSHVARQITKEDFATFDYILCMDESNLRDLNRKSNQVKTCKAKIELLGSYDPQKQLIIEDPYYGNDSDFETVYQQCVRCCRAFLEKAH
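Test system: LMPTP-A phosphatase enzyme; input: 0.625 nM LMPTP-A final; reagent: OMFP substrate, 400 µM final; compound dosing: 20 µM single dose, 3% DMSO; incubation: 50 min dark incubation at room temperature; measured by: endpoint fluorescence intensity from OMFP dephosphorylation; measure: % inhibition relative to no-enzyme and uninhibited control wells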
Tb MetRS inh – Trypanosoma brucei MetRS inhibition; purified T. brucei MetRS, ATP depletion, Kinase-Glo luminescence; inhibition, % at 11.9 µM; hit rate 0.4% among 360,000; AID 624268;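 active = inhibition above a per-plate cutoff of the control wells' mean inhibition plus 3 SD, cut at about 5.5% in these data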;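 note: 0% = DMSO wells median and 100% = median of wells with control inhibitor compound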
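Test system – parasite MetRS enzyme · Reagent – substrates ATP, L-methionine and bulk Escherichia coli tRNA · Doses – 11.9 µM compound single dose, 0.9% DMSO · Times – 15 min enzyme-compound preincubation, 2 h reaction, 10 min detection, 25 °C · Signal – Kinase-Glo luminescence, ATP depletion format · Controls – DMSO-only wells as low control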
DNMT1 block – inhibitors of human DNMT1. P26358. DNMT1 molecular beacon, Hinp1I cleavage, fluorescence. inhibition (reported as % activation of signal), % at 10 µM. hit rate 0.83% among 360,000. AID 588458; in the data active = inhibition above about 50%
NadD inh – inhibitors of Staphylococcus aureus NadD. hit rate 0.78% among 360,000. AID 602399. purified NadD enzyme, colorimetric absorbance read-out. inhibition, % at 20 µM; in the data active = inhibition above about 26%; note: some compounds past the cut are filed as inactive
STEP inh – inhibitors of human striatal-enriched phosphatase STEP; recombinant STEP, OMFP fluorogenic substrate, fluorescence; inhibition, % at 20 µM; hit rate 0.25% among 360,000; AID 588621;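 active = inhibition at 20 µM, scaled per plate between control wells, above about 37%, limit read from the data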;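 note: 0% = DMSO with enzyme and substrate and 100% = substrate only without enzyme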
Target sequence (P54829 whole entry, looked up): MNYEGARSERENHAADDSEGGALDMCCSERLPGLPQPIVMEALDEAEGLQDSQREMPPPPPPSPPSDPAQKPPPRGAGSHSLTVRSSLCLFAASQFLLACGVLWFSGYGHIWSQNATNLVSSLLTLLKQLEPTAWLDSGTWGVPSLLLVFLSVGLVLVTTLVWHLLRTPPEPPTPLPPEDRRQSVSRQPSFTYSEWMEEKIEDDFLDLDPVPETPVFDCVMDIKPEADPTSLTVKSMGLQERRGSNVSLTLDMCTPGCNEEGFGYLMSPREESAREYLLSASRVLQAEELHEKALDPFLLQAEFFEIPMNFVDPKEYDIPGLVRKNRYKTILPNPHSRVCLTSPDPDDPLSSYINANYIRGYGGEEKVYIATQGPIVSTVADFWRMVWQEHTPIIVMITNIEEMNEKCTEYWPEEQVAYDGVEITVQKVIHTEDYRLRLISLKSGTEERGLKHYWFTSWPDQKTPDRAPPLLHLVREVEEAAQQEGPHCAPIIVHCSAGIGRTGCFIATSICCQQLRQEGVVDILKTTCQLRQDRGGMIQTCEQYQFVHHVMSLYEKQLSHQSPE
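Measure: Control-normalized % inhibition with plate pattern correction | Test system: STEP phosphatase, cell-free reaction | Medium: pH 6.0 Bis-Tris with DTT and Tween 20 | Technique: Fluorescence, 480/540 nm | Times: Reaction 20 min, ambient temperature | Doses: Single compound dose of 20 µM, 1% DMSO final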
Rpn11 block – blocks the human proteasome subunit Rpn11 | calls only at 20 µM | O00487 | human 26S proteasome, Ub4-pepOG fluorescence polarization; 20S core pre-blocked with epoxomicin | hit rate 0.59% among 360,000 | AID 588493;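 active = inhibition at 20 µM, scaled to each plate's controls, above about 33%, limit read from the data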
CSN inh – inhibitors of human CSN-mediated cullin deneddylation. Q92905. hit rate 0.38% among 360,000. AID 651999. inhibition, % at 12.5 µM. Purified CSN, SCF-Nedd8-OG deneddylation, fluorescence polarization;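 active = pattern-corrected inhibition above about 35%, with an unprinted fluorescence ratio check between 0.5 and 1.5, limit read from the data, passing the limit was not always enough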;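 note: 0% = enzyme with substrate and 100% = substrate without enzyme; some results filed as inactive read as strong as hits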
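Test system: purified human Csn5 enzyme expressed in HEK293T cells. Amount: 0.24 nM enzyme. Reagent: SCFSkp2-Nedd8OG substrate at 10 nM final. Schedule: 90 min incubation of compound, enzyme and substrate at room temperature. Detection: fluorescence polarization. Read-out: % inhibition of substrate cleavage by Csn5.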
* marks the source's active call; other numbers are inactive results; i = inactive; / = no result given.

SMILES | Scp1 inh | SUMO1-SIM PPI | MsrA inhibitor | LMPTP inh | Tb MetRS inh | DNMT1 block | NadD inh | STEP inh | Rpn11 block | CSN inh
O=C1CC(c2ccccc2)C(C(=O)Nc2ccccc2F)N1 (configuration not stated) | -4 | 1 | -0.6 | -1.2 | -1.6 | 0 | 3 | 2 | i | 1
O=C(C1CCN(C2CC(=O)N(c3ccc(F)cc3)C2=O)CC1)N1CCOCC1 (configuration not stated) | -10 | -3 | -1.4 | 0.2 | -1.4 | 1 | 4 | -2 | i | -2
O=C(NCCc1c[nH]c2ccccc12)/C(=C/c1cccnc1)NC(=O)c1ccco1 | 2 | -1 | -0.6 | 0.1 | -0.5 | 3 | 4 | 3 | i | -3
c1ccc(Nc2nc(-c3cccnc3)cs2)nc1 | -4 | -3 | 0.7 | -0.2 | -0.7 | 1 | -3 | -3 | i | 6
O=C1NCCN(Cc2ccc(Cl)c(F)c2)C1CC(=O)N1CCCCO1 (configuration not stated) | -4 | 2 | -1.2 | 0.0 | -0.5 | -3 | -4 | -3 | i | -2
Cn1c(=O)c2cc(NC(=O)NCc3ccc(F)cc3)ccc2n1Cc1cccc(C(F)(F)F)c1 | / | 2 | -0.1 | 1.4 | 0.4 | -1 | -1 | -4 | i | 2
CSc1ncnc2c1ncn2CCCNCC1CCCCC1 | / | -1 | -0.7 | -2.2 | -0.5 | -2 | 5 | 2 | i | 0
Cn1ncc([N+](=O)[O-])c1C(=O)N1CCCCCC1 | -5 | -1 | 1.3 | -0.8 | -0.1 | 1 | 2 | 3 | i | 0
O=C(CN1C(=O)CCC1=O)Nc1cccc2c1C(=O)NC2=O | 16 | -6 | 2.2 | -0.9 | -0.9 | 3 | -2 | -2 | i | -6
O=C(c1ccc(S(=O)(=O)NCc2ccco2)cc1)N1CCN(Cc2ccccc2F)CC1 | -2 | 0 | 1.7 | -1.3 | 0.5 | -2 | -3 | 0 | i | -1
CCOc1ccc(/C=N/Nc2ccc(C(F)(F)F)cc2[N+](=O)[O-])cc1O | -6 | -6 | 0.7 | 3.7 | -0.2 | 3 | 3 | 1 | i | -9
Cc1cc(C)c(S(=O)(=O)c2cccc(Cl)c2)c(Cl)n1 | 1 | -2 | 0.1 | 0.2 | -1.2 | 1 | -5 | -2 | i | -16
O=C(Cn1cc(C(F)(F)F)ccc1=O)OCC(=O)c1ccc[nH]1 | 8 | 1 | -0.2 | 1.7 | -0.2 | -4 | 4 | -3 | i | 4
Cc1ccc(NC(=O)CSc2n[nH]c(-c3ccncc3)n2)c(C)c1 | 5 | -10 | 1.3 | -2.7 | -0.3 | 3 | -5 | -1 | i | 6
COc1cc(NS(=O)(=O)c2ccc(NC(=O)c3cccnc3)cc2)ncn1 | -6 | 6 | -0.8 | 0.3 | 0.5 | 0 | 3 | -2 | i | 1
CCOc1ccc(NS(=O)(=O)c2ccc(NC(=O)C3CC3)cc2)cc1 | -7 | 3 | -0.8 | 1.4 | -0.2 | -1 | -7 | -2 | i | 3
CCN1CCN(C(=O)CCNC(=O)Cn2ccc3ccccc3c2=O)CC1 | 2 | 1 | -0.3 | -0.6 | -0.5 | -2 | -5 | -1 | i | -1
C=CCNC(=S)N/N=C1\CCS(=O)(=O)c2ccccc21 | -7 | -5 | 2.6 | -2.6 | 0.5 | 0 | -2 | 1 | i | -2
CSc1nc(N)nc(SCC(=O)OC(C)C)c1C#N | -10 | 1 | 2.0 | -1.7 | -0.2 | -4 | -6 | -2 | i | -10
CCCCN(C(=O)c1ccc(C#N)cc1)c1c(N)n(CCC)c(=O)[nH]c1=O | -1 | 4 | -1.1 | -1.2 | -0.6 | 2 | -4 | 2 | i | 0
CN(c1ncc(C(F)(F)F)cc1Cl)n1cc(C(N)=O)c2ccccc2c1=O | 4 | 0 | -0.1 | 0.7 | -0.2 | 0 | -1 | 0 | i | 0
COc1ccc(NC(=O)c2cnn3c(C(F)(F)F)cc(-c4ccco4)nc23)cc1OC | 7 | -13 | 0.0 | 0.1 | -1.8 | 7 | -15 | -2 | i | 0
Cc1cc(C)c(S(=O)(=O)Nc2nnc(C3CCCCC3)s2)c(C)c1 | -6 | 8 | -0.8 | -0.2 | 0.6 | 3 | 9 | 0 | i | -3
CCOc1ccc2c(c1)[nH]c(=S)n2C | -7 | 4 | -0.6 | -2.0 | -0.2 | -2 | 4 | 18 | i | 3
CCCc1cc2c(cc1NC(=O)c1ccccc1C)OCO2 | -5 | -4 | 0.5 | 0.6 | -0.8 | 2 | 3 | 1 | i | -7
CN(C(=O)c1cccc(C#CC(C)(C)O)c1)C1CCCN(Cc2ccccc2F)C1 (configuration not stated) | -5 | -4 | 0.1 | -0.6 | -0.6 | -12 | 4 | 0 | i | -2
Cc1cccc(NC(=O)CCCN2C(=O)c3cccc4cccc(c34)C2=O)c1 | 2 | -11 | -0.8 | 0.5 | -0.9 | 2 | -8 | 0 | i | -4
Cc1cnc2c(C(=O)O)cnn2c1 | -7 | -1 | 0.7 | -0.6 | 0.2 | 0 | -2 | -4 | i | -3
CCCOc1ccc(-c2nn(-c3ccccc3)cc2/C=C2\SC(=S)N(C3CCS(=O)(=O)C3)C2=O)cc1 (configuration not stated) | -3 | -5 | -0.2 | 1.5 | -1.5 | 6 | -7 | -2 | i | 1
CC1CC(=O)N(CC(=O)Nc2cccc(F)c2)c2ccccc2S1(=O)=O (configuration not stated) | -3 | -3 | -0.2 | 0.6 | 0.0 | 2 | -1 | -1 | i | -1
O=C(/C=C/c1cc([N+](=O)[O-])ccc1OC(F)F)Nc1cccc([N+](=O)[O-])c1 | -11 | -1 | -1.3 | 20 | 0.0 | 19 | 9 | 1 | i | -4
COC(=O)C(C)Oc1cc(OC(C)C(=O)OC)c2c(C)c(Cl)c(=O)oc2c1 (configuration not stated) | -12 | -2 | 2.1 | -0.4 | -0.3 | -4 | -7 | 1 | i | 1
COc1cc(C(=O)N/N=C/c2cn(Cc3ccccc3)c3ccccc23)ccc1O | -7 | 0 | 1.0 | 1.7 | -0.5 | -2 | 12 | 3 | i | -2
CC(C)CCN(C(=O)c1cc(=O)[nH]c2ccccc12)c1c(N)n(Cc2ccccc2)c(=O)[nH]c1=O | 0 | -1 | 1.3 | 0.0 | -0.5 | 5 | 3 | -2 | i | -5
CCOc1ccc(-c2nn[nH]n2)cc1 | -4 | 5 | 1.0 | -2.4 | 0.1 | 1 | -3 | 1 | i | 4
Nc1nc2ccccc2nc1N | -6 | 1 | 2.1 | -1.4 | 0.4 | -1 | -2 | 0 | i | -1
Cc1ccc(C(=O)N2C(=O)C(c3ccccc3)Oc3ccccc32)cc1 (configuration not stated) | -21 | 2 | -0.8 | 2.8 | 0.3 | 0 | 4 | 1 | i | 6
CC(C)C(=O)N1CCN(c2ccc(NC(=O)c3ccc4c(c3)OCCO4)cc2)CC1 | -3 | 1 | 0.1 | -1.3 | -0.6 | -1 | 2 | 3 | i | 4
CCc1ccccc1NC(=O)CC(NCc1ccccc1)C(=O)O (configuration not stated) | -7 | -5 | -0.2 | 0.2 | -0.3 | -1 | -3 | -2 | i | -3
Cc1ccc(C)c(CN2C(=O)c3ccccc3S(=O)c3ccc(C(=O)N4CCN(c5ccccn5)CC4)cc32)c1 (configuration not stated) | -3 | 3 | -0.5 | 4.7 | -0.6 | -7 | 10 | 0 | i | 8
Cc1nc(Nc2ccc(Cl)cc2Cl)sc1C(=O)Nc1ccccc1 | -3 | 3 | 0.8 | 3.9 | -0.2 | -2 | -4 | -2 | i | -1
Cc1ccccc1Cn1nc(C)c(NC(=O)C2(C)CC2(Cl)Cl)c1C (configuration not stated) | -3 | -3 | 0.1 | -1.8 | -0.7 | 0 | 1 | -2 | i | -4
COCCn1nnnc1C(c1cc2cc(C)ccc2[nH]c1=O)N1CCc2ccccc21 (configuration not stated) | 2 | -12 | 0.9 | -0.2 | -2.5 | -9 | 4 | -2 | i | 6
Cc1ccc2oc3c(c(=O)c2c1)C(c1cccc(O)c1)N(c1ccccn1)C3=O (configuration not stated) | 0 | -25 | -0.7 | 0.7 | 0.7 | -2 | 2 | -2 | i | -6
CCc1nc(SCc2ccc(Br)cc2)n[nH]1 | -9 | 7 | 0.1 | -0.4 | -0.7 | -1 | -1 | -3 | i | 5
CCN=C(NCC)SC1CC(=O)N(CCc2ccccc2)C1=O (configuration not stated) | 36 | 1 | -1.5 | -0.8 | -0.4 | -2 | 2 | 1 | i | 0
COCCn1c(-c2ccccc2F)n[nH]c1=S | 1 | -1 | -0.9 | -2.3 | -2.1 | 1 | -6 | 0 | i | -3
Cc1ccccc1NS(=O)(=O)c1cc(C(=O)N2CCCC2)ccc1Cl | -8 | 9 | -1.0 | 0.0 | -0.6 | 0 | -2 | -2 | i | 3
COc1cc(Cn2c(-c3nonc3N)nc3ccccc32)ccc1C | -2 | 1 | 2.5 | 0.6 | -0.8 | -5 | -11 | 2 | i | 11
COc1cc(F)ccc1S(=O)(=O)n1c(C)nc2ccccc21 | -9 | 3 | -1.5 | -1.0 | -0.4 | 2 | -7 | -1 | i | 2
O=C(O)c1ccc(-n2cccc2/C=C2/NC(=O)N(c3ccccc3)C2=O)cc1 | 89* | 89* | 2.7 | 26 | -0.2 | 93* | -6 | 73* | i | 36*
Cc1ccccc1CN1CCc2c(OCC(=O)N3CCCc4ccccc43)cccc2C1=O | -2 | -2 | -1.1 | 4.9 | -0.5 | 0 | -1 | 1 | i | 8
Cc1cc(C)n2ncc(S(=O)(=O)c3ccccc3)c2n1 | -7 | 3 | -0.5 | 0.7 | 1.2 | -1 | -3 | 5 | i | -8

In another format: entries from further up.
Values run as follows: Scp1 inh, SUMO1-SIM PPI, MsrA inhibitor, LMPTP inh, Tb MetRS inh, DNMT1 block, NadD inh, STEP inh, Rpn11 block, CSN inh
- Cc1ccccc1NS(=O)(=O)c1cc(C(=O)N2CCCC2)ccc1Cl
 : -8, 9, -1.0, 0.0, -0.6, 0, -2, -2, i, 3
- COc1cc(Cn2c(-c3nonc3N)nc3ccccc32)ccc1C
 : -2, 1, 2.5, 0.6, -0.8, -5, -11, 2, i, 11
- COc1cc(F)ccc1S(=O)(=O)n1c(C)nc2ccccc21
 : -9, 3, -1.5, -1.0, -0.4, 2, -7, -1, i, 2
